From PubChem BioAssay
PG9 binder: PG9 antibody binding by small molecule; inhibition, % at 6.7 µM; 0.43% of 360,000 active; TR-FRET gp120-PG9 antibody binding; in the data active = inhibition above about 8.5%
Rev-erbA mod: modulators of human Rev-erb alpha DNA binding; activity, % at 10 µM; Rev-erbα–FITC-DNA binding, fluorescence polarization, 90 min; 0.79% of 370,000 active; P20393;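 active = activity above about 14%, limit read from the data; passing the limit was not always enough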;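 also: 0% = DMSO wells with 35 nM protein and 100% = DMSO wells with 750 nM protein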
Target sequence (P20393 whole entry, looked up): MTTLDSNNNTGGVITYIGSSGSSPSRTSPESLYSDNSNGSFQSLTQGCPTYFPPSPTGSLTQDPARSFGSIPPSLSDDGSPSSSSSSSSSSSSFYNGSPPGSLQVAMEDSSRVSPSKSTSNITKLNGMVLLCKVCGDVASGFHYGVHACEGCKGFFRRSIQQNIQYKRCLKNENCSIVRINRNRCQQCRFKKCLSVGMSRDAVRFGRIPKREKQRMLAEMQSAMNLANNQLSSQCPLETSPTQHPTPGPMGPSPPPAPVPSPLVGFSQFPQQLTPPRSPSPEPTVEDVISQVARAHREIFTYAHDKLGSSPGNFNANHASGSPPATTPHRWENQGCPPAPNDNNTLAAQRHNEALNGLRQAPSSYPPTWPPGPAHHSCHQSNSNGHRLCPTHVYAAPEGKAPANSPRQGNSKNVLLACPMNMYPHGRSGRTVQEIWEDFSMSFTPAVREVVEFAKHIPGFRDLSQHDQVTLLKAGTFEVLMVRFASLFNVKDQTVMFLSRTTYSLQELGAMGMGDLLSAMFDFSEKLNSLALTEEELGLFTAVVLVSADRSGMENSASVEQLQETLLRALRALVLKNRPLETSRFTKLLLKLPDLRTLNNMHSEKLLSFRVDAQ
ARFGAP1 inhibitor: inhibitors of rat ARFGAP1. Q62848. Arfgap1-stimulated ARF1 GTP hydrolysis, GDP FP detection. inhibition, % at 16.5 µM. 0.26% of 360,000 active. AID 651572;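 active = inhibition above a per-plate limit, mean inhibition of low control wells plus 3 SD, cut at about 25% in these data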;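 also: 0% = DMSO wells with enzyme and 100% = wells lacking Arfgap1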
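Replicates: Single well per compound | Assay system: Truncated rat Arfgap1 GAP domain | Control set: No-Arfgap1 wells (100%) versus DMSO full-reaction wells (0%) | Times: Enzyme reaction 120 min at 25 °C after 20 min preincubation | Reagent: Human ARF1(Δ1-17)-GTP substrate | Measured by: Tracer-displacement fluorescence polarization with EDTA stop, 620/688 nm | Measure: Percent inhibition of Arfgap1-stimulated GTP hydrolysis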
GC-A act: GC-A (human) enzyme activation | activation, % at 10 µM | 0.14% of 370,000 active | HEK293 GC-A cells, cGMP TR-FRET, EC30 ANP; 0% at EC30 ANP, 100% saturating ANP | P16066 | AID 1671463; in the data active = activation above about 40%
HTRA1 inh: HTRA1 (human) protease inhibition; Q92743; recombinant HTRA1, FP-rhodamine activity-based probe, fluorescence polarization; inhibition, % at 5.96 µM; 0.5% of 340,000 active; AID 504803; in the data active = inhibition above about 36%;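 also: 0% = enzyme with DMSO and 100% = wells lacking enzyme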
mABHD4 FP: inhibits mouse alpha/beta hydrolase domain 4. purified mABHD4, FP-Rh probe fluorescence polarization. inhibition, % at 8.92 µM. 0.54% of 370,000 active;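 active = inhibition exceeding the mean over every tested compound plus 3 SD, cut at about 30% in these data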;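 also: 0% = plate median of compound wells and 100% = S159A mutant with DMSO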
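Assay system: wild-type mouse ABHD4 protein; compound: single nominal dose of 8.92 µM, 0.89% DMSO final; schedule: 45 min + 60 min at 25 °C; measured by: FP readout, ex 525 nm / em 598 nm; evaluation: % inhibition of FP-Rh probe binding versus controls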
SMARCA2 activ: increases SMARCA2 function in MMTV reporter cells | MG213 cells, MMTV-luciferase reporter, dexamethasone, overnight | activation, % at 9.1 µM | 1% of 370,000 active | AID 652017; in the data active = activation above about 7.8%;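 also: 0% = vehicle wells and 100% = reference activator wells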
rCAG binder: binds r(CAG) RNA repeats; inhibition, % at 3 µM; r(CAG) RNA repeat, TO-PRO-1 dye displacement fluorescence; 1.3% of 370,000 active; AID 651821;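 active = inhibition above the plate cutoff, the mean of all test compounds on that plate plus 3 SD, cut at about 35% in these data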;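 also: 0% = DMSO alone and 100% = 100 µM mitoxantrone as full dye displacement; higher means more dye released from RNA so lower well fluorescence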
GC-B act: GC-B (human) receptor activation | P20594 | HEK293-GC-B cells, CNP EC30, cGMP TR-FRET; 0% at EC30 CNP, 100% saturating CNP | activation, % at 10 µM | 0.11% of 370,000 active | AID 1920062;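 active = activation at 10 µM reaching about 35% in either raw or pattern-adjusted values, limit read from the data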
ASAP1 inh: inhibitors of human ASAP1 ArfGAP activity; 0.19% of 360,000 active; AID 624377; ASAP1-stimulated ARF1 GTP hydrolysis, GDP FP detection; Q9ULH1; inhibition, % at 16.5 µM; in the data active = inhibition above about 25%;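 also: 0% = vehicle with enzyme and substrate and 100% = no enzyme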
Target sequence (Q9ULH1 325-724 limits assumed): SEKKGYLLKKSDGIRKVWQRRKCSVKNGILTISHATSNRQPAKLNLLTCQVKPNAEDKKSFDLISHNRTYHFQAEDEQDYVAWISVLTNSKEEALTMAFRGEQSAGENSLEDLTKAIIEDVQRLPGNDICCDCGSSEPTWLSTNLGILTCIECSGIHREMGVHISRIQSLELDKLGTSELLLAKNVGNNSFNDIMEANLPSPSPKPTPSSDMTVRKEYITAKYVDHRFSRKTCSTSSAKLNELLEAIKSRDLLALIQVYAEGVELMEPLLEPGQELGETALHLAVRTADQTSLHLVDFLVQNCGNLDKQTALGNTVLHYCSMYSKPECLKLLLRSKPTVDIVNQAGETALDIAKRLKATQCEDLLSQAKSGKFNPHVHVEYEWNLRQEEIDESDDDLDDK
* hit, by the source's call; . = no result given; & = joins results of further samples.

SMILES | PG9 binder | Rev-erbA mod | ARFGAP1 inhibitor | GC-A act | HTRA1 inh | mABHD4 FP | SMARCA2 activ | rCAG binder | GC-B act | ASAP1 inh
Cc1onc(-c2ccccc2)c1C(=O)N1CCC2(CC1)OCCO2 | 2.5 | -2 | 3 | -5 | 0 | -9 | -2 | -2 | 2 | 9
COC1C(O)C(C)OC(OC2CCC3(C)C(CCC4C3C(O)CC3(C)C(C5=CC(=O)OC5)CCC43O)C2)C1O (stereo unspecified) | 1.9 | -3 | -2 | 6 | 2 | 2 | -11 | 0 | 4 | -16
Cc1cc(C)c(S(=O)(=O)N2Cc3ccccc3-n3nncc3C2)c(C)c1 | -1.2 | 5 | 0 | -15 | -4 | 3 | -7 | 0 | -9 | -9
CC(C)OC(=O)C1C(=O)NC2(C)CC1c1ccccc1O2 (stereo unspecified) | 0.9 | -3 | 10 | 1 | 1 | -3 | -2 | -3 | 7 | 6
c1ccc2c(c1)CNCc1cnnn1-2 | 0.3 | 3 | -6 | -2 | 6 | 1 | -4 | 1 | 4 | 16
CCC(C)n1c(O)c(/C=N/Nc2nc3c(c(=O)n(C)c(=O)n3C)n2C)c(=O)[nH]c1=S (stereo unspecified) | -9.5 | 2 | 13 | -2 | 3 | 11 | 2 | 10 | 5 | -5
C=CCn1c(O)c(C(C)=NCc2ccco2)c(=O)[nH]c1=O | -1.1 | 5 | 11 | 4 | 8 | 3 | -3 | 2 | -2 | 1
CC(C)(C)P(=O)(NCc1ccccc1)c1ccccc1 (stereo unspecified) | -2.1 | -4 | -8 | -11 | 0 | 1 | -1 | -3 | -2 | 0
NNC(=O)CN1C(=O)CN=C(c2ccccc2)c2cc(Br)ccc21 | -1.7 | 0 | 15 | 2 | -39 | -7 | 0 | 4 | 3 | 3
C[C@@H]1CN([C@H](C)CO)C(=O)CCCn2nncc2CO[C@@H]1CN(C)C(=O)Oc1ccccc1 | 2.2 | 2 | -2 | -2 | 1 | -2 | 1 | -1 | 4 | -5
O=C1N(CN2CCOCC2)c2ccccc2C1(O)c1c[nH]c2ccccc12 (stereo unspecified) | -0.6 | -3 | -10 | 0 | 10 | -4 | -1 | -1 | -8 | -4
Cc1c(N=Cc2c(O)n(Cc3ccc(F)cc3)c(=O)[nH]c2=O)c(=O)n(-c2ccccc2)n1C | -2.4 | 0 | 7 | -3 | -8 | -12 | -4 | 0 | 0 | 14
CN[C@@H](C)[C@@H](O)c1ccccc1 | 0.9 | 4&-4 | 9 | 5 | 1 | -3 | -2 | 1 | -1 | -2
COc1ccccc1[As](=O)(O)CC(O)COc1ccc(Cl)cc1Cl (stereo unspecified) | -0.5 | -2 | -1 | 5 | . | 1 | -2 | 2 | 2 | 1
COC(=O)C1=C(c2cccc(OCc3ccccc3)c2)C[C@@H]2CC[C@H]1N2C(=O)NCc1cccc(C(F)(F)F)c1 | 0.8 | -6 | 1 | -4 | -47 | -1 | 0 | 2 | 2 | 11
COC(=O)C1=C(c2ccc(S(C)(=O)=O)cc2)C[C@@H]2CC[C@H]1N2C | -0.4 | 0 | -9 | 1 | 1 | 0 | 1 | 1 | -1 | -3
CC(=O)c1cn(Cc2ccc(F)cc2)c2ccccc12 | -1.8 | 6 | -9 | 0 | 0 | -7 | -1 | -2 | 1 | 1
CC(=O)N(C)CC#CCN1CCC(O)CC1 | -0.3 | 1 | 3 | -2 | 2 | 9 | 0 | -2 | 4 | -15
CC(C)(O)/C=C/C(=O)C(C)(O)C1C(O)CC2(C)C3CC=C4C(C=C(O)C(=O)C4(C)C)C3(C)C(=O)CC12C (stereo unspecified) | 0.8 | 1 | 5 | -23 | 0 | -4 | -9 | -1 | -11 | 4
N=C1c2ccccc2CN1NC(=O)c1ccc(F)cc1 | -0.2 | 0 | -12 | 6 | -9 | -2 | -3 | 2 | 1 | -7
COC(=O)[C@@H]1C[C@H]1[C@@H](NP(=O)(c1ccccc1)c1ccccc1)c1ccccc1 | -1.1 | -2 | 5 | -18 | -1 | -14 | 0 | 2 | -21 | 6
Cc1cc(C)cc(N2C(=O)NC(=O)/C(=C\c3cc(C)n(C)c3C)C2=O)c1 | -0.1 | 5 | 0 | 4 | 3 | -6 | -1 | 4 | 1 | 6
C=CCN1C(=O)/C(=C/c2ccc(Br)s2)C(=O)NC1=S | 0.8 | -7 | -10 | 1 | -15 | -39 | -1 | 15 | 6 | 1
CCOc1ccc(NC(=O)c2ccc(NC(=O)COC(=O)Cc3ccccc3)cc2)cc1 | -0.3 | 1 | 21 | 2 | 6 | -2 | 1 | 2 | 2 | 2
CCOP(=O)(OCC)/C(C#N)=C/c1ccc(Br)cc1 | -2.2 | 3 | -10 | -3 | -4 | -7 | -3 | -6 | -2 | 0

Further records follow:
SMILES | PG9 binder | Rev-erbA mod | ARFGAP1 inhibitor | GC-A act | HTRA1 inh | mABHD4 FP | SMARCA2 activ | rCAG binder | GC-B act | ASAP1 inh
Cc1cc(N2C(=O)C3CCCN3C2c2cccc(Cl)c2)no1 (stereo unspecified) | -0.4 | 2 | -3 | -8 | -2 | -1 | 3 | 7 | 1 | -4
C/C(=N\N1CCCCCC1)c1c(O)n(-c2ccccc2)c(=O)[nH]c1=O | -3.5 | -6 | -1 | 2 | -1 | -17 | -4 | 1 | -2 | 8
COc1ccc2c(c1OC)C(=O)O[C@@H]2[C@H]1c2cc3c(cc2CCN1C)OCO3 | -1.1 | -8&-7 | -7 | -10 | 4 | -8 | 3 | 5 | -19 | -7
O=C(c1ccc(F)cc1)N1CCC2(CC1)OCCO2 | -0.3 | -1 | -5 | 7 | 1 | -3 | 0 | 0 | 3 | 4
CCn1cc(C(=O)N2CCOCC2)c2ccccc21 | -0.3 | -1 | 10 | -1 | 8 | 0 | -2 | 0 | -7 | 4
Cc1ccc(-c2nc3ccccc3c(=O)n2-c2ccc(Br)cn2)cc1 | -1.9 | -3 | 2 | -4 | -14 | -10 | 2 | -3 | -1 | 3
Cc1cc(N2CCNCC2)nc2ccccc12 | 1.0 | 3 | 6 | 2 | -3 | -4 | -2 | 3 | -3 | -5
Cc1nc2sccc2c(=O)n1-c1ccccc1Cl | -1.1 | -6 | 5 | 0 | 1 | -3 | 1 | -3 | 4 | -5
CCC(=NCc1cccnc1)c1c(O)n(-c2ccccc2C)c(=O)[nH]c1=O | -1.0 | 2 | 2 | 21 | -1 | -4 | -3 | -3 | 30 | -26
CCSc1cc(C2C(C#N)=C(N)Oc3n[nH]c(C)c32)c(C)o1 (stereo unspecified) | -1.7 | 6 | -3 | -2 | -1 | 2 | -4 | 5 | -2 | -2
CCN1CCN(S(=O)(=O)c2cnc(Cl)c(Br)c2)CC1 | -0.8 | -3 | 0 | -3 | 3 | -1 | -2 | 1 | 4 | 1
C[N+]12CCC(CC1)C(C(O)(c1cccc(Cl)c1)c1cccc(Cl)c1)C2 (stereo unspecified) | -0.8 | 2 | -7 | -2 | 5 | 10 | -3 | 0 | -6 | -11
COc1ccccc1CN1CCCC(C(=O)c2ccccc2SC)C1 (stereo unspecified) | -1.1 | 8 | 5 | -8 | 5 | -3 | -4 | -6 | -4 | 0
COC1=C[C@@H]2C3=C([C@@H]2C1=O)[C@@H](NC(C)=O)CCc1cc(OC)c(OC)c(OC)c13 | -0.4 | 9 | -10 | 1 | 5 | 1 | 0 | 1 | 4 | 6
CC(=O)N1CCN(Cc2ccc(Cl)nc2)CC1 | 0.9 | -5 | -5 | 4 | 7 | 2 | 2 | 1 | 0 | 5
COC(=O)C1=C(c2ccc(Cl)c(C(F)(F)F)c2)C[C@@H]2CC[C@H]1N2C(=O)NCCNC(C)=O | -0.5 | 0 | 4 | -6 | -4 | 0 | 0 | -7 | 5 | 9
Cc1nc2ccccc2c(=O)n1-c1ccc(F)cc1 | 1.3 | -1 | -5 | 1 | 2 | 0 | -2 | -3 | -1 | -6
O=S(=O)(c1ccccc1)N1CCC2CCNC2C1 (stereo unspecified) | -2.8 | -4 | 4 | -3 | . | -4 | -1 | 1 | 3 | -9
Oc1cc(Cl)c(Cl)c(Cl)c1Cl | -1.2 | 4 | -14 | 4 | -6 | 1 | 5 | 1 | 4 | -5
COc1ccccc1N=C1SCCCN1C | -1.1 | -3 | 1 | 2 | 7 | 0 | 1 | 3 | -1 | 11
CC=C(C)C(=O)OC1CCN2CC=C(COC(=O)C(O)(C(C)OC)C(C)(C)O)C12 (stereo unspecified) | 1.9 | 2 | 0 | -1 | 1 | -5 | -2 | 0 | 2 | 2
COc1ccc2c(c1)c(C(=O)CN1CCN(C)CC1)c(C)n2Cc1ccccc1 | -0.1 | -2 | 17 | 3 | -10 | 2 | 4 | -1 | -9 | 1
Cc1cc(C)nc(-n2c(C)nc3cc(Cl)ccc3c2=O)c1 | 0.3 | -5 | -12 | -4 | -1 | 6 | 1 | 1 | -1 | 3

Copied from the entries so far for reference:
SMILES | PG9 binder | Rev-erbA mod | ARFGAP1 inhibitor | GC-A act | HTRA1 inh | mABHD4 FP | SMARCA2 activ | rCAG binder | GC-B act | ASAP1 inh
O=S(=O)(c1ccccc1)N1CCC2CCNC2C1 (stereo unspecified) | -2.8 | -4 | 4 | -3 | . | -4 | -1 | 1 | 3 | -9
Oc1cc(Cl)c(Cl)c(Cl)c1Cl | -1.2 | 4 | -14 | 4 | -6 | 1 | 5 | 1 | 4 | -5
COc1ccccc1N=C1SCCCN1C | -1.1 | -3 | 1 | 2 | 7 | 0 | 1 | 3 | -1 | 11
CC=C(C)C(=O)OC1CCN2CC=C(COC(=O)C(O)(C(C)OC)C(C)(C)O)C12 (stereo unspecified) | 1.9 | 2 | 0 | -1 | 1 | -5 | -2 | 0 | 2 | 2
COc1ccc2c(c1)c(C(=O)CN1CCN(C)CC1)c(C)n2Cc1ccccc1 | -0.1 | -2 | 17 | 3 | -10 | 2 | 4 | -1 | -9 | 1
Cc1cc(C)nc(-n2c(C)nc3cc(Cl)ccc3c2=O)c1 | 0.3 | -5 | -12 | -4 | -1 | 6 | 1 | 1 | -1 | 3

An excerpt; rates above refer to the full screens.
